Pf growth 48h: inhibits P. falciparum growth in the first generation, 48 h | Potency, µM (titrated, usually from 28.7 µM), without a hit: at the highest dose activity change, negative = inhibition, usual class: inhibitors | AID 504832 | P. falciparum luciferase growth in erythrocytes, 48 h | 310,000 tested, 5.9% active
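Erythrocytes infected with P. falciparum carrying an integrated firefly luciferase reporter (2% hematocrit, 0.1% parasitemia final) were exposed to compounds in RPMI 1640 with 0.5% Albumax at 37 C, 5% CO2. Growth inhibition was scored as reduced luminescence.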
HCV inhibitor: inhibitors of hepatitis C virus infection; Huh7.5.1 HCVcc-Cre infection, luciferase reporter, 44 h; Potency, µM (titrated, usually from 41.8 µM), for the others: at the top dose activity change, negative = inhibition, usual class: inhibitors; 340,000 tested, 3.4% active; AID 651820
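Antiviral activity was scored by luciferase reporter output from cells infected with HCVcc-Cre (~0.5 moi) in presence of compound, 44 h infection period, cells seeded 1,000/well 4 h prior.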
LmPK inhibitor: inhibitors of Leishmania mexicana pyruvate kinase; Q27686; purified LmPK, Kinase-Glo ATP luminescence, 1 h; Potency, µM (titrated, usually from 57.5 µM), without a hit: at the top dose activity change, negative = inhibition, usual class: inhibitors; 290,000 tested, 0.37% active
Target sequence (Q27686 whole entry, looked up): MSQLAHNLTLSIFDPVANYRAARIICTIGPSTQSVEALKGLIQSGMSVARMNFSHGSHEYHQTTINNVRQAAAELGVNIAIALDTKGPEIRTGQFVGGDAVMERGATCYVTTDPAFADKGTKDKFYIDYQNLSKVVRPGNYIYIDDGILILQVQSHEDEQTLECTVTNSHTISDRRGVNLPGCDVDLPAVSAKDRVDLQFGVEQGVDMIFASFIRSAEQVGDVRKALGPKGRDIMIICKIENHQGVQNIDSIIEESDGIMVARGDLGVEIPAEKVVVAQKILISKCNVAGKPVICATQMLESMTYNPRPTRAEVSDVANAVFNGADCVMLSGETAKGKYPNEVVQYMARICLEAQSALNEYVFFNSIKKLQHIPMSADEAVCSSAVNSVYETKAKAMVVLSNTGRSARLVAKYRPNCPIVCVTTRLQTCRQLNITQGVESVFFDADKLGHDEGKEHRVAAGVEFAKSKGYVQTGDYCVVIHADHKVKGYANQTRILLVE
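Purified LmPK (0.1 nM) with 0.5 mM PEP and 0.1 mM ADP in imidazole buffer pH 7.2 with MgCl2/KCl, 1 h at room temperature. ATP formed was read by luciferase luminescence and normalized to no-enzyme and uninhibited controls.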
Sm TGR block: blocks Schistosoma mansoni thioredoxin glutathione reductase; purified TGR, DTNB reduction, TNB absorbance 405 nm; Potency, µM (titrated, usually from 114 µM), inactives show at the top dose activity change, negative = inhibition, hits mostly inhibitors; 360,000 tested, 3% active; further: nearly all actives have a fitted effect of over 60% in size
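Kinetic colorimetric format: TGR-catalysed, NADPH-driven DTNB reduction monitored via TNB absorbance. Enzyme dispensed at 20 nM; compound exposure 15 min at room temperature before reaction start.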
TbPYK inhibitor: blocks Trypanosoma brucei pyruvate kinase; Q57TT1; TbPYK enzyme, Kinase-Glo Plus ATP luminescence, 45 min; Potency, µM (highest dose often 76.8 µM), inactives show at the top dose activity, negative = inhibition, usual class: inhibitors; 410,000 tested, 0.12% active; further: nearly all actives have a fitted effect of over 50% in size
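Screened from lowest to highest concentration, compounds were pinned into TbPYK/substrate mixtures, and ADP (130 uM final) was added. Plates sat at room temperature for 45 min prior to Kinase-Glo Plus detection by luminescence.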
Pf growth 96h: P. falciparum growth inhibition at 96 hour, primary screen for plastid delayed-death inhibitors; 320,000 tested, 6.9% active; Potency, µM (doses to about 28.7 µM), for inactives: at the highest dose activity change, negative = inhibition, most hits filed as inhibitors; AID 504834; P. falciparum luciferase reporter growth, 96 h
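Delayed-death screen, second-generation endpoint: infected erythrocytes, 2% hematocrit, 0.05% parasitemia final; 96 hours at 37 C, 5% CO2; luciferase detection reagent; luminescence decrease equals reduced growth.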
Numbers without * were called inactive; ? = inconclusive; . = not tested or not shown; [ ] = dose if it differs, or a comment. The call rests on the fitted dose curve; in most records, active means well fitted curve in the direction sought with a large enough effect; inconclusive means small, poorly fitted or top-dose-only effect, or another doubt; inactive means no such curve, though single readings can be large; an effect the other way counts as inactive or inconclusive. On the % scale 0 is the no-effect control and ±100 the full control effect; potency means the concentration at half of the fitted maximal effect.

1. CCN(c1ccc(NC(=O)COC(=O)C(C)N=C2NS(=O)(=O)c3ccccc32)cc1)C(C)C (configuration not stated)
2. O=C(/C=C/c1cccc(F)c1)NC1CCN(Cc2ccccc2)CC1
3. COc1cc(C)ccc1OCCOCCOc1ccccc1Br
4. Oc1cccc(O)c1O
5. CC1=NN(C(=O)c2ccc(Br)cc2)C(O)(c2ccccc2)C1 (configuration not stated)
6. CCOc1ccccc1OCC(=O)Nc1ccc(N2CCCCC2)cc1

Assay by compound	1	2	3	4	5	6
Pf growth 48h	31%[activator]	-10%	-1%	?	2%	?
HCV inhibitor	-2%	-23%	?	.	-22%	?
LmPK inhibitor	.	8%	5%	.	1%	4%
Sm TGR block	-17%	2%	8%	.	-10%	-8%
TbPYK inhibitor	-4%	3%	1%	-13%	-7%	-8%
Pf growth 96h	6%	-27%	2.6µM*	?	0%	.

In a second layout: results already given
nr	structure	Pf growth 48h	HCV inhibitor	LmPK inhibitor	Sm TGR block	TbPYK inhibitor	Pf growth 96h
2	O=C(/C=C/c1cccc(F)c1)NC1CCN(Cc2ccccc2)CC1	-10%	-23%	8%	2%	3%	-27%
6	CCOc1ccccc1OCC(=O)Nc1ccc(N2CCCCC2)cc1	?	?	4%	-8%	-8%	.
3	COc1cc(C)ccc1OCCOCCOc1ccccc1Br	-1%	?	5%	8%	1%	2.6µM*
4	Oc1cccc(O)c1O	?	.	.	.	-13%	?
5	CC1=NN(C(=O)c2ccc(Br)cc2)C(O)(c2ccccc2)C1 (configuration not stated)	2%	-22%	1%	-10%	-7%	0%

The main list resumes; the two compounds before the break are reprinted first.
5. CC1=NN(C(=O)c2ccc(Br)cc2)C(O)(c2ccccc2)C1 (configuration not stated)
6. CCOc1ccccc1OCC(=O)Nc1ccc(N2CCCCC2)cc1
7. Cc1c(NS(=O)(=O)c2ccccc2)cc(Cl)c(O)c1C
8. CCCc1cc(=O)[nH]c(SCc2nc3ccccc3o2)n1
9. CC(C)c1nnc(NC(=O)c2cccc(NC(=O)C(F)(F)F)c2)s1
10. Cc1cc2n(n1)C(c1ccccc1)CC(c1ccc(Br)cc1)=N2 (configuration not stated)
11. CCOc1cc2[nH]c(=S)n(CCCOC)c(=O)c2cc1OCC
12. CC(OC(=O)c1nc(Cl)ccc1Cl)C(=O)c1ccccc1 (configuration not stated)

Assay by compound	5	6	7	8	9	10	11	12
Pf growth 48h	2%	?	-6%	14%	362%[activator]	?	-8%	-3%
HCV inhibitor	-22%	?	?	-1%	-20%	-25%	?	31%[activator]
LmPK inhibitor	1%	4%	2%	-5%	2%	0%	5%	.
Sm TGR block	-10%	-8%	3.5µM*	-13%	0%	-9%	-3%	-3%
TbPYK inhibitor	-7%	-8%	-4%	1%	-11%	-1%	-25%	-3%
Pf growth 96h	0%	.	.	?	49%[activator]	-9%	6.6µM*	3%

13. COc1cc2ncnc(NCc3ccco3)c2cc1OC
14. CC(C)CC1(C(=O)NCc2cc(F)cc(C(F)(F)F)c2)C=CCN1C(=O)c1ccccc1 (configuration not stated)
15. COC(=O)C1CSc2[nH]c(=O)sc2C1c1ccc(OC)c(OC)c1 (configuration not stated)
16. Cc1cc(C(=O)Nn2c(-c3ccc(Br)cc3)nc3ccccc3c2=O)ccc1[N+](=O)[O-]
17. O=C(Nc1cccc([N+](=O)[O-])c1)C1CC(=O)N(C2CCCCC2)C1 (configuration not stated)
18. COc1ccc(CN(C)CC(=O)NCC(=O)Nc2c(C)cccc2C)cc1

Assay by compound	13	14	15	16	17	18
Pf growth 48h	?	-18%	10µM*	-6%	33%[activator]	-11%
HCV inhibitor	-7%	22%	-3%	-9%	17%	-1%
LmPK inhibitor	3%	4%	0%	2%	-1%	.
Sm TGR block	.	-9%	7%	-8%	-11%	-1%
TbPYK inhibitor	0%	4%	-10%	6%	4%	2%
Pf growth 96h	?	?	?	8%	16%	?

19. C=C(C)c1cccc(C(C)(C)NC(=O)N(Cc2ccccc2)Cc2ccco2)c1
20. CN(C)CCCN(C(=O)COc1ccccc1)c1nc2cc3c(cc2s1)OCCO3
21. O=C(Nc1nc(-c2cccc([N+](=O)[O-])c2)cs1)C(c1ccccc1)c1ccccc1
22. O=C(Nc1ccccc1C(=O)NC(Cc1ccc(O)cc1)C(=O)O)c1ccccc1 (configuration not stated)
23. O=C(C1=C(O)C(=O)N(CCN2CCOCC2)C1c1ccc(Cl)cc1)c1cc2ccccc2o1 (configuration not stated)
24. COc1ccc(CCCC(=O)NC(C)c2ccccc2)cc1 (configuration not stated)

Assay by compound	19	20	21	22	23	24
Pf growth 48h	.	54%[activator]	?	12%	?	0%
HCV inhibitor	?	9%	2%	8%	11%	-3%
LmPK inhibitor	6%	-2%	0%	4%	10%	1%
Sm TGR block	0%	-18%	2%	.	28µM*	5%
TbPYK inhibitor	9%	-5%	-7%	2%	1%	-5%
Pf growth 96h	-12%	?	29%	-18%	?	-2%

25. O=C(COC(=O)CSc1ccccc1)NCCNC(=O)COC(=O)CSc1ccccc1
26. Fc1ccc(Oc2cnc3ccccc3n2)cc1
27. CC(C)CNC(=S)NC1CC2CCC(C1)N2Cc1ccccc1 (configuration not stated)
28. CCn1c(SCC(=O)Nc2ccc(Br)cc2)nc2sc3c(c2c1=O)CCN(C)C3
29. COc1ccc(OCc2cc(C(=O)NCC3CCOCC3)no2)c(Cl)c1
30. CC(C)(C)c1csc(Sc2ccc([N+](=O)[O-])cn2)n1

Assay by compound	25	26	27	28	29	30
Pf growth 48h	2%	22%	?	?	8%	13µM*
HCV inhibitor	4%	5%	4%	4.5µM*	-18%	?
LmPK inhibitor	.	-5%	2%	8%	0%	2%
Sm TGR block	5%	15%	15%	-19%	-5%	?
TbPYK inhibitor	0%	-4%	-5%	1%	-1%	-5%
Pf growth 96h	32%[activator]	-13%	38%[activator]	?	?	?

31. CCOC(=O)C1CCCN(CC(=O)Nc2cccc(C(C)=O)c2)C1 (configuration not stated)
32. Cc1ccc(-c2nc3ccccc3c(=O)n2Cc2ccccc2)cc1
33. O=C(O)c1c[nH]c2cc(C(F)(F)F)ccc2c1=O
34. Cn1cccc1CC(=O)N/N=C/c1ccco1
35. COC(=O)C(Cc1cnc(Cl)s1)(C(=O)OC)c1ccccc1[N+](=O)[O-]
36. COc1cc(/C=C2\C(=N)N3N=C(S(C)(=O)=O)SC3=NC2=O)cc(OC)c1OCCOc1cccc(C)c1

Assay by compound	31	32	33	34	35	36
Pf growth 48h	0%	8%	22%	-8%	.	3%[0.00184 µM]
HCV inhibitor	17%	2%	10%	22%	-9%	6%
LmPK inhibitor	1%	0%	5%	-11%	2%	2%
Sm TGR block	-3%	-4%	-21%	40µM*	-10%	-16%
TbPYK inhibitor	-3%	-4%	0%	-2%	-3%	-1%
Pf growth 96h	-14%	?	-24%	?	?	-1%

37. O=C(CCC1CC(=O)Nc2ccccc21)NCc1cccnc1 (configuration not stated)
38. COc1cc(-c2ccc(-[n+]3nc(-c4ccccc4)nn3-c3ccc([N+](=O)[O-])cc3)c(OC)c2)ccc1-[n+]1nc(-c2ccccc2)nn1-c1ccc([N+](=O)[O-])cc1
39. O=C(NCCO)C(=O)c1c(-c2ccccc2)cc2ccccn12
40. O=C(NCc1ccccc1)C(=O)NCC1COc2ccccc2O1 (configuration not stated)
41. CC(=O)c1ccc2c3c(cccc13)C(=O)N(c1c(C)nn(C)c1C)C2=O
42. COC(=O)c1cc2c(ccn2C)n1C

Assay by compound	37	38	39	40	41	42
Pf growth 48h	15%	5.4µM*	10%	1%	?	0%
HCV inhibitor	6%[8.37 µM]	.	16%	?	4%	0%
LmPK inhibitor	-2%	.	-1%	3%	-5%	-6%
Sm TGR block	-3%	.	-8%	-4%	-19%	24%
TbPYK inhibitor	1%	0%	-8%	0%	-2%	6%
Pf growth 96h	-80%	6.7µM*	29%	14%	.	-5%

43. CCOC(=O)c1c(C)sc2c1N(C(C)=O)c1cc(Cl)ccc1S2
44. COc1ccc(NC(=O)C2CCC(N3C(=O)C4CCCCC4C3=O)CC2)cc1 (configuration not stated)
45. N=c1c(S(=O)(=O)c2ccc(Br)cc2)cc2c(=O)n3ccccc3nc2n1C1CCCC1
46. N#Cc1cn(N2CCCCC2)c(=O)[nH]c1=O
47. Cc1ccc(S(=O)(=O)NCC(=O)N(CC(=O)NCC2CCCO2)Cc2ccc(Cl)cc2)cc1 (configuration not stated)
48. NC(=O)Nc1ccc(C(=O)OCC(=O)N2CCc3ccccc3C2)cc1

Assay by compound	43	44	45	46	47	48
Pf growth 48h	4%	-10%	10µM*	.	-12%	-29%
HCV inhibitor	-14%	-5%	8%	16%	3%	-6%
LmPK inhibitor	1%	-2%	8%	2%	-4%	.
Sm TGR block	-1%	0%	-8%	0%	5%	-15%
TbPYK inhibitor	-2%	2%	-5%	-3%	7%	-2%
Pf growth 96h	?	22%	12µM*	-1%	-18%	?

49. c1ccc2[nH]c(NCCCN3CCOCC3)nc2c1
50. COc1cc(/C=C2\C(=O)NC(=O)N(CCc3ccc(F)cc3)C2=O)ccc1O
51. O=C(O)CCCC(=O)N1CCN(c2nc(-c3ccccc3Cl)c3cc(Br)ccc3n2)CC1
52. CCc1ccc(C(=O)CN2C(=O)NC3(CCOc4ccccc43)C2=O)s1 (configuration not stated)
53. O=C(Nc1ccc(N2CCOCC2)c(S(=O)(=O)Nc2cc(Cl)ccc2Cl)c1)c1cccnc1
54. COc1cc(CC(=O)NCC2CCCCC2)cc(OC)c1OC

Assay by compound	49	50	51	52	53	54
Pf growth 48h	25%	57%[activator]	-28%	?	-7%	13%
HCV inhibitor	-6%	2%	3%	-5%	17%	15%
LmPK inhibitor	-3%	4%	7%	.	-1%	1%
Sm TGR block	0%	?	-3%	-3%	0%	-4%
TbPYK inhibitor	0%	-29%	1%	-4%	-1%	-1%
Pf growth 96h	-11%	-8%	24%	?	6%	-4%

55. Oc1ccc(C[C@H]2CNCCN2CC2CCCCC2)cc1
56. COC(=O)c1cc(=O)n2c(sc3ccccc32)c1C#N
57. CC1Cc2ccccc2N1C(=O)Cn1cnc2c1c(=O)n(C)c(=O)n2C (configuration not stated)
58. O=C(Nc1ccc(N2CCN(C(=O)c3cccs3)CC2)cc1)c1ccccc1Cl
59. CC1CCCN(CC(O)COCc2ccc3c(c2)OCO3)C1 (configuration not stated)
60. COc1cc(N2CCCC2)c(OC)cc1/C=C(/C#N)c1cccc(F)c1
61. CCOc1cccc(-c2nnc3sc(COc4ccc(Cl)cc4)nn23)c1

Assay by compound	55	56	57	58	59	60	61
Pf growth 48h	?	71%[activator]	12%	?	?	10µM*	9%
HCV inhibitor	25%	0%	1%	?	18%	?	-6%
LmPK inhibitor	.	-2%	-9%	8%	0%	4%	2%
Sm TGR block	-15%	3%	-4%	5%	1%	32%	-30%
TbPYK inhibitor	2%	-3%	-7%	3%	1%	-20%	-10%
Pf growth 96h	?	25%	23%	-24%	-151%	.	36%[activator]

Screening data deposited in PubChem BioAssay by National Center for Advancing Translational Sciences (NCATS).
